Compound activity deposited in PubChem BioAssay by Broad Institute.
T cruzi intra = inhibitors of intracellular Trypanosoma cruzi, primary screen, cell-based, plate reader, single point, set 2. intracellular Trypanosoma cruzi in host cells. hit rate 4.9% among 22,000. activity score (inhibition), % at 5.01 µM; in the data active = activity score above about 55%;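 note: parasites and compound incubated about four days before reading; 0% = median of neutral control wells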
INS-1E ATP HTS = protection of INS-1E cells from cytokine death, primary screen, ATP luminescence, single point; INS-1E cytokine-induced death, 48 h; normalised: neutral wells 0, positive control 100; AID 488910, 2010; hit rate 0.1% among 20,000; protection from cytokine-induced ATP loss, % at 10 µM;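 active = mean replicate protection from cytokine-induced ATP loss at least 50% and at least 75% of replicates each reaching 50%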
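Assay system – rat INS-1E insulinoma cell line · Quantity – 8000 cells per well · Buffer or medium – RPMI without phenol red, 5% FBS · Schedule – 48 h co-treatment, 10 min post-lysis read · Technique – luminescent ATP assay (CellTiter-Glo)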
Starred values were filed as active, the others as inactive; x = no result given.

Start of the data: the first 6 records, to show the layout:
SMILES | T cruzi intra | INS-1E ATP HTS
C[C@H](CO)N1C[C@H](C)[C@@H](CN(C)C(=O)Nc2ccc(F)cc2)Oc2ccc(NC(=O)CCCCCC(=O)Nc3ccccc3N)cc2C1=O | -32.2 | 1.5
C[C@H]1CN([C@@H](C)CO)C(=O)c2cccc(NC(=O)NC3CCCCC3)c2O[C@@H]1CN(C)Cc1ccc2c(c1)OCO2 | 2.7 | -2.9
C[C@H]1CN([C@@H](C)CO)C(=O)c2cc(NC(=O)C3CCCCC3)ccc2O[C@@H]1CN(C)CC1CCCCC1 | 9.7 | x
C[C@@H]1CN([C@H](C)CO)C(=O)Cc2cc(NC(=O)Nc3ccccc3)ccc2O[C@@H]1CN(C)S(=O)(=O)c1ccc(F)cc1 | -14.2 | 3.9
COC(=O)CCCCCCC(=O)N/N=C/c1ccc(F)c(Oc2ccccc2)c1 | 5.8 | 1.2
C[C@H]1CN([C@@H](C)CO)C(=O)Cc2cc(NC(=O)Cn3cnnn3)ccc2O[C@@H]1CN(C)Cc1ccc(C(F)(F)F)cc1 | 22.1 | 6.7

This part in full, from the first entry:
SMILES | T cruzi intra | INS-1E ATP HTS
C[C@H](CO)N1C[C@H](C)[C@@H](CN(C)C(=O)Nc2ccc(F)cc2)Oc2ccc(NC(=O)CCCCCC(=O)Nc3ccccc3N)cc2C1=O | -32.2 | 1.5
C[C@H]1CN([C@@H](C)CO)C(=O)c2cccc(NC(=O)NC3CCCCC3)c2O[C@@H]1CN(C)Cc1ccc2c(c1)OCO2 | 2.7 | -2.9
C[C@H]1CN([C@@H](C)CO)C(=O)c2cc(NC(=O)C3CCCCC3)ccc2O[C@@H]1CN(C)CC1CCCCC1 | 9.7 | x
C[C@@H]1CN([C@H](C)CO)C(=O)Cc2cc(NC(=O)Nc3ccccc3)ccc2O[C@@H]1CN(C)S(=O)(=O)c1ccc(F)cc1 | -14.2 | 3.9
COC(=O)CCCCCCC(=O)N/N=C/c1ccc(F)c(Oc2ccccc2)c1 | 5.8 | 1.2
C[C@H]1CN([C@@H](C)CO)C(=O)Cc2cc(NC(=O)Cn3cnnn3)ccc2O[C@@H]1CN(C)Cc1ccc(C(F)(F)F)cc1 | 22.1 | 6.7
C[C@@H]1CN([C@@H](C)CO)C(=O)c2cc(N(C)C)ccc2O[C@H]1CN(C)Cc1ccc(Oc2ccccc2)cc1 | 36.0 | -11.4
C[C@H](CO)N1C[C@H](C)[C@@H](CN(C)C(=O)Nc2ccc(C(F)(F)F)cc2)Oc2ccc(NC(=O)Nc3cccc4ccccc34)cc2C1=O | 4.6 | -13.5
Cc1ccc(S(=O)(=O)Nc2cccc3c2O[C@@H](CN(C)Cc2ccncc2)[C@H](C)CN([C@@H](C)CO)C3=O)cc1 | -0.8 | 12.8
Cc1noc(C)c1S(=O)(=O)Nc1cccc2c1O[C@@H](CN(C)C(=O)Nc1ccc(F)cc1)[C@@H](C)CN([C@@H](C)CO)C2=O | -8.4 | 0.6
C[C@@H]1CCCCO[C@H](CN(C)C(=O)CCC(F)(F)F)[C@@H](C)CN([C@H](C)CO)C(=O)c2cc(NS(=O)(=O)c3ccc(F)cc3)ccc2O1 | 2.9 | 11.7
CC(C)NC(=O)N(C)C[C@@H]1Oc2ncc(/C=C/c3ccccc3)cc2C(=O)N([C@H](C)CO)C[C@@H]1C | 13.3 | x
C[C@H](CO)N1C[C@H](C)[C@H](CN(C)Cc2ccccc2)Oc2ncc(-c3ccccc3)cc2C1=O | -4.2 | x
Cc1ccc(S(=O)(=O)N(C)C[C@H]2Oc3c(NS(=O)(=O)c4ccc(Cl)cc4)cccc3C(=O)N([C@H](C)CO)C[C@H]2C)cc1 | -3.9 | 3.4
CNC[C@H]1Oc2ccc(NS(=O)(=O)c3ccc(OC)cc3)cc2C(=O)N([C@@H](C)CO)C[C@@H]1C | -20.9 | -0.7
C[C@@H]1CN([C@H](C)CO)C(=O)CCCn2nncc2CO[C@H]1CN(C)S(=O)(=O)c1cccs1 | -24.6 | x
COc1ccc(Br)c(/C=N/NC(=O)CCCCCCC(=O)Nc2ccccc2O)c1 | 9.6 | 5.6
C[C@H]1CN([C@@H](C)CO)C(=O)c2cc(NS(=O)(=O)c3ccccc3)ccc2O[C@@H]1CN(C)S(=O)(=O)c1cccs1 | -4.4 | 22.0
C[C@@H]1CN([C@H](C)CO)C(=O)Cc2cc(NS(=O)(=O)c3cccs3)ccc2O[C@@H]1CN(C)C | -17.9 | 0.3
C[C@@H]1CN([C@@H](C)CO)C(=O)c2cc(NS(=O)(=O)c3ccc(F)cc3)ccc2O[C@H]1CN(C)Cc1ccc(-c2ccccc2)cc1 | 22.0 | -24.8
CCCCN(CCCC)c1ccc(/C=N/NC(=O)CCCCCCC(=O)OC)cc1 | 58.4* | -6.0
C[C@@H]1CN([C@H](C)CO)C(=O)c2cccc(NC(=O)c3ccncc3)c2O[C@@H]1CN(C)C(=O)Nc1ccc(C(F)(F)F)cc1 | 8.6 | 9.2
C[C@@H]1CN([C@@H](C)CO)C(=O)c2cccc(NC(=O)NC3CCCCC3)c2O[C@H]1CN(C)S(=O)(=O)c1ccc(F)cc1 | 8.8 | 18.3
COC(=O)N(C)C[C@@H]1OCc2cn(nn2)CCCC(=O)N([C@H](C)CO)C[C@H]1C | -17.0 | x
C[C@H]1CN([C@@H](C)CO)C(=O)c2cccc(N(C)C)c2O[C@@H]1CN(C)Cc1ccc(Oc2ccccc2)cc1 | 49.9 | 2.9
C[C@H]1CN([C@@H](C)CO)C(=O)c2cc(NC(=O)c3ccncc3)ccc2O[C@H]1CN(C)S(=O)(=O)c1cccs1 | -0.5 | 0.9
O=C(N/N=C/c1ccc(Br)o1)c1ccccc1O | -2.4 | 5.6
C[C@H](CO)N1C[C@H](C)[C@H](CN(C)S(C)(=O)=O)Oc2ccc(NS(=O)(=O)c3ccc(Cl)cc3)cc2C1=O | 1.4 | x
C[C@@H]1CN([C@H](C)CO)C(=O)c2cc(NC(=O)Nc3cccc4ccccc34)ccc2O[C@@H]1CN(C)C(=O)Nc1ccc(F)cc1 | 11.6 | -3.0
C[C@@H]1CN([C@@H](C)CO)C(=O)c2cc(NC(=O)Nc3ccccc3)ccc2O[C@H]1CN(C)C(=O)NC1CCCCC1 | -1.5 | 7.0
O=C(N/N=C/c1ccccc1O)c1ccccn1 | -7.7 | -7.0
COc1ccc(NC(=O)Nc2ccc3c(c2)C(=O)N([C@@H](C)CO)C[C@H](C)[C@H](CN(C)C(=O)Nc2ccc(OC)cc2)O3)cc1 | -8.9 | 4.2
CC(C)NC(=O)N(C)C[C@H]1Oc2ccc(N(C)C)cc2CC(=O)N([C@@H](C)CO)C[C@H]1C | -9.8 | 5.5
O=C(O)CCCCCCC(=O)N/N=C/c1nccs1 | -7.8 | -2.5
C[C@H]1CN([C@@H](C)CO)C(=O)Cc2cc(NS(=O)(=O)c3ccc(F)cc3)ccc2O[C@@H]1CN(C)Cc1ccc(-c2ccccc2)cc1 | 70.6* | -19.3
C[C@@H]1CN([C@H](C)CO)C(=O)c2cccc(NS(=O)(=O)c3ccc(F)cc3)c2O[C@@H]1CN(C)Cc1ccc(C(=O)O)cc1 | -10.5 | 2.0
C[C@H]1CN([C@@H](C)CO)C(=O)c2cc(NC(=O)Cc3ccccc3)ccc2O[C@@H]1CN(C)S(=O)(=O)c1cccs1 | 4.9 | 3.8
CC(C)NC(=O)N(C)C[C@@H]1Oc2c(NS(C)(=O)=O)cccc2C(=O)N([C@H](C)CO)C[C@@H]1C | -11.2 | 5.3
COc1ccc(S(=O)(=O)Nc2ccc3c(c2)C(=O)N([C@H](C)CO)C[C@H](C)[C@H](CN(C)S(=O)(=O)c2ccc(C)cc2)O3)cc1 | 0.6 | -5.3
O=C(N/N=C/c1ccc2ccccc2n1)c1ccccc1O | -0.8 | -15.3
C[C@@H]1CN([C@H](C)CO)C(=O)Cc2cc(NC(=O)CCN3CCOCC3)ccc2O[C@@H]1CN(C)C(=O)Nc1ccc2c(c1)OCO2 | -12.3 | 14.3
C[C@H](CO)N1C[C@H](C)[C@H](CN(C)Cc2ccc(C(F)(F)F)cc2)Oc2ccc(NS(=O)(=O)c3cn(C)cn3)cc2CC1=O | 8.3 | -2.7
C[C@@H]1CN([C@H](C)CO)C(=O)c2cc(NC(=O)CCN3CCOCC3)ccc2O[C@@H]1CN(C)Cc1ccc(C(F)(F)F)cc1 | -2.1 | 7.3
C[C@H]1CN([C@@H](C)CO)C(=O)Cc2cc(NC(=O)CCN3CCOCC3)ccc2O[C@H]1CN(C)Cc1ccc(C(=O)Nc2ccccc2N)cc1 | 3.7 | 10.0
C[C@H]1CN([C@@H](C)CO)C(=O)c2cc(NS(=O)(=O)c3cccs3)ccc2O[C@H]1CN(C)S(C)(=O)=O | -2.0 | x
C[C@H](CO)N1C[C@H](C)[C@@H](CN(C)C(=O)NC2CCCCC2)Oc2ccc(N(C)C)cc2C1=O | 20.8 | -7.1
O=C(O)c1cccc(/C=N/NC(=O)c2cccc(C(=O)NO)c2)c1 | -15.8 | -0.2
C[C@H]1CN([C@@H](C)CO)C(=O)c2cccc(NS(=O)(=O)c3ccccc3)c2O[C@H]1CN(C)Cc1ccc(C(=O)Nc2ccccc2N)cc1 | 53.4 | -10.3
Cc1noc(C)c1NC(=O)Nc1cccc2c1O[C@@H](CN(C)C(=O)Nc1ccccc1)[C@H](C)CN([C@@H](C)CO)C2=O | -9.1 | 10.4
Cc1ccc(S(=O)(=O)N(C)C[C@@H]2Oc3c(NC(=O)c4ccncc4)cccc3C(=O)N([C@H](C)CO)C[C@@H]2C)cc1 | -44.0 | 0.7
C[C@H](CO)N1C[C@H](C)[C@@H](CN(C)CC2CCCCC2)Oc2ccc(NC(=O)CCCCCC(=O)Nc3ccccc3N)cc2C1=O | -20.6 | -8.3
C[C@@H]1CN([C@@H](C)CO)C(=O)c2cccc(NC(=O)Nc3ccc4c(c3)OCO4)c2O[C@@H]1CN(C)Cc1ccccc1 | -43.8 | -8.4
Cc1noc(C)c1NC(=O)Nc1cccc2c1O[C@H](CN(C)Cc1ccc(C(=O)O)cc1)[C@H](C)CN([C@H](C)CO)C2=O | -6.3 | 6.0
Cc1ccc(S(=O)(=O)Nc2cccc3c2O[C@@H](CN(C)Cc2ccc(Oc4ccccc4)cc2)[C@H](C)CN([C@@H](C)CO)C3=O)cc1 | 50.8 | 0.8
Cc1noc(C)c1NC(=O)N(C)C[C@H]1Oc2c(NC(=O)Nc3ccc(C(F)(F)F)cc3)cccc2C(=O)N([C@H](C)CO)C[C@H]1C | -6.7 | 1.4
C[C@@H]1CCCCO[C@H](CN(C)C(=O)NC2CCCCC2)[C@@H](C)CN([C@H](C)CO)C(=O)c2cc(NC(=O)NC3CCCCC3)ccc2O1 | 3.5 | 4.6
C[C@@H]1CCCCO[C@@H](CN(C)Cc2ccc(Cl)c(Cl)c2)[C@@H](C)CN([C@H](C)CO)C(=O)c2cc(NC(=O)CCC(F)(F)F)ccc2O1 | 63.1* | -32.2
C[C@H]1CN([C@@H](C)CO)C(=O)CCCn2nncc2CO[C@@H]1CN(C)C(=O)Nc1cccc(F)c1 | -16.9 | 9.1
C[C@H]1CN([C@@H](C)CO)C(=O)Cc2cc(NC(=O)Nc3ccc(C(F)(F)F)cc3)ccc2O[C@H]1CN(C)C(=O)Nc1ccc(F)cc1 | -3.8 | -3.2
Cc1noc(C)c1NC(=O)N(C)C[C@H]1Oc2c(NC(=O)c3cnccn3)cccc2C(=O)N([C@@H](C)CO)C[C@@H]1C | -19.0 | 21.6

Following part.
SMILES | T cruzi intra | INS-1E ATP HTS
C[C@H](CO)N1C[C@H](C)[C@H](CN(C)Cc2ccncc2)Oc2ncc(Br)cc2C1=O | 3.6 | -0.5
C[C@@H]1CN([C@@H](C)CO)C(=O)c2cccc(NC(=O)CCCCCC(=O)Nc3ccccc3N)c2O[C@H]1CN(C)S(=O)(=O)c1cn(C)cn1 | -39.1 | -5.4
COc1ccc(NC(=O)N(C)C[C@@H]2Oc3c(NC(=O)C4CCOCC4)cccc3C(=O)N([C@H](C)CO)C[C@H]2C)cc1 | -16.3 | 11.8
C=C(C)[C@@H]1CC=C(/C=N/NC(=O)CCCCCCC(=O)O)CC1 | -14.2 | 9.8
C[C@@H]1CN([C@H](C)CO)C(=O)Cc2cc(NC(=O)Nc3ccccc3)ccc2O[C@H]1CN(C)CC1CCCCC1 | 34.0 | -3.3
C[C@@H]1CCCCO[C@H](CN(C)Cc2ccccc2)[C@@H](C)CN([C@H](C)CO)C(=O)c2cc(NC(=O)Cc3ccccc3)ccc2O1 | -16.9 | -13.0
C[C@@H]1CN([C@@H](C)CO)C(=O)c2cc(NS(=O)(=O)c3ccccc3)ccc2O[C@@H]1CN(C)S(=O)(=O)c1ccccc1 | -7.1 | -1.6
C[C@@H]1CCCCO[C@@H](CN(C)S(=O)(=O)c2ccc(F)cc2)[C@@H](C)CN([C@H](C)CO)C(=O)c2cc(N(C)C)ccc2O1 | 11.4 | 5.1
C[C@@H]1CCCCO[C@H](CN(C)C(=O)Cc2ccccc2)[C@@H](C)CN([C@H](C)CO)C(=O)c2cc(NC(=O)Nc3cccc4ccccc34)ccc2O1 | 31.3 | -25.5
CC(C)NC(=O)Nc1ccc2c(c1)C(=O)N([C@H](C)CO)C[C@H](C)[C@H](CN(C)Cc1ccc3c(c1)OCO3)O2 | -5.7 | 1.7
Cc1ccc(/C=N/NC(=O)CCCCC(=O)NO)o1 | 6.6 | 3.3
C[C@H]1CN([C@@H](C)CO)C(=O)c2cc(NC(=O)C3CC3)ccc2O[C@H]1CN(C)Cc1ccc(C(=O)Nc2ccccc2N)cc1 | 17.1 | -6.7
COc1ccc(NC(=O)N(C)C[C@H]2OCCCC[C@@H](C)Oc3ccc(NC(=O)C4CCCCC4)cc3C(=O)N([C@H](C)CO)C[C@@H]2C)cc1 | 7.2 | 3.8
